High-throughput results as filed in PubChem.
BoNT-F LC inh: BoNT/F light chain protease inhibitors, primary screen, biochemical, flow cytometry, MLPCN library; Botulinum neurotoxin type F light chain protease (Clostridium botulinum); Multiplex microsphere protease cleavage assay; inhibition, % at 10 µM; actives 0.22% (n = 360,000); AID 588497, 2011; in the data active means inhibition above about 35%, passing the limit was not always enough; inconclusive means no clear call, values can overlap the other calls; further: plate controls were buffer without enzyme for full effect and enzyme alone for no effect
CCHF vOTU inh: CCHFV vOTU protease inhibitors, primary screen, biochemical, Pep-AMC substrate, fluorescence | actives 0.55% (n = 370,000) | AID 651958, 2012 | inhibition, % at 11.5 µM | Crimean-Congo hemorrhagic fever virus L polyprotein viral ovarian tumor (vOTU) protease …; in the data active means inhibition above about 30%; further: 0% = vehicle wells with enzyme and 100% = no enzyme wells
PrPC surface inh: inhibitors of human cell surface prion protein PrPC, primary screen, cell-based, TR-FRET. AID 720596, 2013. TR-FRET read-out. actives 0.43% (n = 370,000). Major prion protein (Homo sapiens), P04156. inhibition, % at 13.8 µM; in the data active means inhibition above about 24%; further: 0% = median of the test wells and 100% = reference compound wells
Rv3671c inh: Rv3671c serine protease inhibitors, primary screen, biochemical, fluorescence polarization, M. tuberculosis H37Rv; P9WHR9; inhibition, % at 5.96 µM; actives 0.048% (n = 320,000); in the data active means inhibition above about 38%;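 further: extracellular domain of Rv3671c used as enzyme; 0% = enzyme with DMSO and 100% = no enzyme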
Target sequence (P9WHR9 whole entry, looked up, the tested form may be a part): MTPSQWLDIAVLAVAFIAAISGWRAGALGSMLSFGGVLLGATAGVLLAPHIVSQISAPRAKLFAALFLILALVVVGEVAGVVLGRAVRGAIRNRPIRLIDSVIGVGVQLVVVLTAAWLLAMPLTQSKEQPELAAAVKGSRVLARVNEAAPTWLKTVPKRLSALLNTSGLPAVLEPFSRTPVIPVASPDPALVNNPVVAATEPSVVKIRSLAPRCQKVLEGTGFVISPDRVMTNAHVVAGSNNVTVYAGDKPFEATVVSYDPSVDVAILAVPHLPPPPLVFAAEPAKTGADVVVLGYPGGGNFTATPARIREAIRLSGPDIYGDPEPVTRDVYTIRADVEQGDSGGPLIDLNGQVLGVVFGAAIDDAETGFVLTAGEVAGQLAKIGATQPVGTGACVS
Anthrax LF inh2: Bacillus anthracis LF protease inhibitors, primary screen, biochemical, multiplex microsphere, MLPCN library; Lethal factor (Bacillus anthracis), P15917; multiplex microsphere protease cleavage assay; inhibition, % at 10 µM; actives 0.12% (n = 360,000); AID 588501, 2011; further: plate controls were buffer without enzyme for full effect and enzyme alone for no effect
MazEF act: activators of E. coli MazEF toxin-antitoxin RNase, primary screen, biochemical, fluorescence, uHTS | actives 0.32% (n = 350,000) | FAM/BHQ RNA-DNA oligo cleavage fluorescence, 5 h | activation, % at 20 µM; in the data active means activation above about 50%
Target sequence (P0AE70 whole entry, looked up): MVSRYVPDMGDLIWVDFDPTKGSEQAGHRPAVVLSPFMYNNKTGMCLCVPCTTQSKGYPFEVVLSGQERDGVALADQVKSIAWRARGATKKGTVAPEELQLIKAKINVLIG
SARS 3CLpro inh: SARS-CoV 3CLpro protease inhibitors, primary screen, biochemical, quenched FRET; inhibition, % at 6 µM; actives 0.14% (n = 290,000); recombinant SARS-CoV 3CLpro, quenched FRET peptide cleavage; AID 1706, 2009; in the data active means inhibition above about 12%
VHR inh abs: VHR1 phosphatase inhibitors, primary screen, biochemical, absorbance, uHTS. inhibition, % at 13.3 µM. actives 0.52% (n = 290,000). Dual specificity protein phosphatase 3 (Homo sapiens), P51452. recombinant VHR phosphatase, pNPP absorbance; in the data active means inhibition above about 50%; further: some compounds called inactive have numbers as strong as hits
Target sequence (P51452 whole entry, looked up): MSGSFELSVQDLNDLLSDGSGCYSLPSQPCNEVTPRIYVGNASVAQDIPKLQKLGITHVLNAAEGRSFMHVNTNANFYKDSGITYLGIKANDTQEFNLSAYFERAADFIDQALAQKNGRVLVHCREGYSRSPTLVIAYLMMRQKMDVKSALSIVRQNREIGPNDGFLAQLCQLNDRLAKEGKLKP
BoNT-A LC inh2: BoNT/A light chain protease inhibitors, primary screen, biochemical, flow cytometry, MLPCN library | AID 588499, 2011 | inhibition, % at 10 µM | actives 0.17% (n = 360,000) | multiplex microsphere protease substrate cleavage; further: plate controls were buffer without enzyme for full effect and enzyme alone for no effect
PriA SSB inh: inhibitors of Klebsiella pneumoniae PriA binding to SSB C-terminal tail, primary screen, biochemical, AlphaScreen; PriA–SSB C-terminal tail interaction (Klebsiella pneumoniae); AlphaScreen SSBct-PriA binding, biotinylated peptide; inhibition, % at 33 µM; actives 0.6% (n = 430,000); AID 1272365, 2023; in the data active means inhibition mostly above about 37%, no sharp cut-off; inactive means mostly below about 20%;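 further: plate controls were negative control peptide for no effect and reference peptide for full effect; strong numbers were not always called active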
* marks the source's active call; other numbers are inactive results; ? = inconclusive; . = not tested or not shown; & = joins results of further samples. Unless noted, no stated cut-off is given here; in the data, active means inhibition above about 30%; inconclusive means no clear call, values can overlap the other calls; inactive means below that. Only part of the results is shown, so the mix of outcomes need not match the whole.

Every second line gives: BoNT-F LC inh	CCHF vOTU inh	PrPC surface inh	Rv3671c inh	Anthrax LF inh2	MazEF act	SARS 3CLpro inh	VHR inh abs	BoNT-A LC inh2	PriA SSB inh
CCOC(=O)C(/C(C)=N/NC(=O)C1CC1c1ccccc1)C(C)C (configuration not stated)
  -6.4	3.7	-2.6	-0.4	-0.7	0.3	0.9	-4.4	-1.5	.
Cc1ccc(C)c(S(=O)(=O)N2CCC3(CC2)OCCN3S(=O)(=O)c2cccs2)c1
  -10.2	-0.5	6.8	1.6	1.2	-0.9	.	.	-0.9	-7.0
Cc1c(OCC(=O)NCCCN2CCOCC2)ccc2c(-c3ccccc3)cc(=O)oc12
  2.7	4.9	-7.4	11.4	4.3	10.2	0.0	31.5	1.2	-17.1
CSc1nc2nc(-c3ccccc3)cc(C(F)(F)F)n2n1
  -6.4	-6.3	-4.4	4.8	-2.2	7.2	-5.3	29.1	0.2	-22.1
O=C(COC(=O)COc1ccccc1[N+](=O)[O-])NC1CCCC1
  2.8	-12.1	-1.2	2.1	0.5	-3.4	3.7	4.4	-0.1	-2.0
CC1CC(C)CN(C(=O)C(C)N2CCN(S(=O)(=O)c3cccs3)CC2)C1 (configuration not stated)
  -1.2	-5.9	-3.4	11.5	-7.0	1.1	.	.	1.6	3.0
COc1ccc(NC(=O)CSc2nnnn2Cc2ccccc2)cc1
  -1.6	4.9	5.4	-12.5	2.0	-0.1	-1.1	-5.3	-1.1	-2.7
C/C(=N\NC(=O)c1ccc(OC2CCCC2)cc1)c1ccc(C)s1
  -18.5	0.5	3.1	0.9	-0.5	4.2	-0.1	27.3	0.3	.
CCOc1ccccc1/C=N/Nc1cc(C)nc2ccc(C)cc12
  -18.3	-16.9	0.9	2.1	12.4	3.0	3.8	19.3	-2.8	.
Cc1ccc(CC2C(=O)N(c3ccc(C)cc3)C(=O)C2C)cc1 (configuration not stated)
  -0.4	5.4	1.8	1.7	6.8	-6.8	0.8	3.3	-0.6	-26.2
O=C(NC1CCCCC1)c1cc(S(=O)(=O)N2CCOCC2)ccc1Cl
  21.8	14.6	3.7	4.3	6.6	-1.4	3.1	11.3	-3.2	-5.8
CC(C)(C)OC(=O)NCCc1nnc(SCc2ccccc2)o1
  .	-12.3	2.6	7.8	.	-6.8	0.3	13.1	.	-4.2
CCOc1cccc(-c2nnc3sc(-c4ccco4)nn23)c1
  -9.1	-6.1	-4.1	3.5	-2.4	-8.4	-0.2	33.4	-1.1	-1.8
COc1cccc(CN2CC(C(=O)NCCn3ccc(C)n3)CCC2=O)c1 (configuration not stated)
  1.3	12.1	7.4	0.7	0.0	3.6	-1.0	1.3	-0.4	-2.5
Cc1ccc(CNC(=O)c2ccc3c(c2)NC(=O)CS3)cc1
  0.5	15.9	2.9	-0.8	1.6	2.3	1.5	-27.1	-0.7	-11.8
COc1ccc(COC(=O)N/N=C(\C)CC(=O)Nc2c(C)cc(C)cc2C)cc1
  -9.7	6.7	2.3	-1.9	2.7	-15.0	4.3	-6.6	-0.2	.
COc1cccc(NC(=O)CN(C)C(=O)COc2cc(C)ccc2Cl)c1
  -5.2	-17.7	5.9	4.0	-5.7	-1.8	.	.	0.1	7.0
Cc1cccc(C)c1NC(=O)c1ccc(-c2ccc(Cl)cc2Cl)o1
  -3.3	6.8	9.4	-38.9	1.2	-5.4	9.1	10.5	-0.7	1.8
CCc1cccc(C)c1NC(=S)N(CCN(C)C)Cc1cccs1
  1.8	2.2	-1.2	3.2	-7.7	8.0	-0.3	37.4	-0.6	-5.2
COc1cccc(CNC(=O)CN(c2cc(C)cc(C)c2)S(=O)(=O)c2c(C)noc2C)c1
  -6.6	9.4	-1.8	5.3	0.2	2.5	-0.3	21.1	-0.2	-3.1

Molecules from the list above that contain a furan ring, fused or not, in the order listed:
Every second line gives: BoNT-F LC inh	CCHF vOTU inh	PrPC surface inh	Rv3671c inh	Anthrax LF inh2	MazEF act	SARS 3CLpro inh	VHR inh abs	BoNT-A LC inh2	PriA SSB inh
CCOc1cccc(-c2nnc3sc(-c4ccco4)nn23)c1
  -9.1	-6.1	-4.1	3.5	-2.4	-8.4	-0.2	33.4	-1.1	-1.8
Cc1cccc(C)c1NC(=O)c1ccc(-c2ccc(Cl)cc2Cl)o1
  -3.3	6.8	9.4	-38.9	1.2	-5.4	9.1	10.5	-0.7	1.8

Next entries.
Every second line gives: BoNT-F LC inh	CCHF vOTU inh	PrPC surface inh	Rv3671c inh	Anthrax LF inh2	MazEF act	SARS 3CLpro inh	VHR inh abs	BoNT-A LC inh2	PriA SSB inh
Cc1ccccc1C(=O)Nc1scc(-c2ccc(Br)cc2)c1C(=O)O
  23.7	-1.1	-2.4	4.1	-2.0	-2.1	.	.	4.1	-9.2
Cc1ncc([N+](=O)[O-])n1CC(O)CCl (configuration not stated)
  -3.3	4.4	-0.3	4.9	-2.3	2.5	-2.3	-6.8	-0.2	-13.9
CCCOc1ccc(CC(=O)NCC2(c3ccccc3)CCOCC2)cc1OC
  8.2	4.3	9.5	0.2	5.7	-3.0	0.6	7.3	0.4	-6.6
Cc1ccc(S(=O)(=O)N2CCN(C(=O)C3CC(=O)N(c4ccc5c(c4)OCCO5)C3)CC2)cc1 (configuration not stated)
  8.3	-10.5	4.3	-5.8	5.4	0.0	.	.	0.6	5.5
COc1cc(/C=N\NC(=O)c2ccc(-c3ccccc3)cc2)cc(OC)c1O
  4.8	-0.1	-11.1	12.3	-4.6	1.9	-0.1	1.1	0.4	.
CC(C)CC(C(=O)Nc1cccc(O)c1)N1C(=O)c2ccccc2C1=O (configuration not stated)
  ?	-0.2	-5.8	-0.7	-0.4	17.1	-2.6	4.1	4.5	16.0&-3.1
Cc1ccc(S(=O)(=O)N2CCOCC2)cc1C(=O)Nc1nc(-c2cccnc2)cs1
  -5.7	-17.0	-1.5	4.4	-0.7	4.3	-4.2	-2.0	-1.0	-11.9
CC(C)(C)c1ccccc1OCCCCCNCCO
  10.2	3.0	-10.0	8.5	-11.0	11.0	-6.7	6.2	12.2	-6.6
COC(=O)c1ccccc1NC(=O)CN1C(=O)c2ccccc2S1(=O)=O
  -6.4	-14.2	-4.4	-7.6	-6.3	-0.2	-5.5	-8.3	-0.5	-5.1
Cc1nnc(N2CCC(C(=O)N3CCCCC3)CC2)c2nn(-c3ccc(Cl)cc3)c(C)c12
  11.2	.	.	4.8	-2.4	6.6	3.4	-3.6	-2.3	2.0
COc1cccc(C(=O)N2CCC[C@H]2C(=O)N2CCC[C@H]2C(=O)NCc2ccc(F)cc2F)c1
  -1.1	-2.4	-4.0	.	2.4	.	.	.	-0.3	.
CCCOC1CCCN(C(=O)c2cc(Cl)c(Cl)cc2C(=O)O)C1 (configuration not stated)
  -19.6	19.6	6.0	-6.7	-6.7	-0.5	-4.4	7.8	-0.1	-2.6
Cc1ccc(C(=O)NCC(=O)Nc2ccc(F)c(F)c2F)cc1
  -13.3	-5.4	-8.7	4.4	5.7	4.1	4.0	-9.1	-1.7	-8.6
CCOc1ccc(N=c2scc(-c3ccccc3)n2CCO)cc1
  -1.7	-1.3	-2.2	0.1	-3.9	4.8	-0.6	14.0	0.2	21.1
COc1ccccc1OCCNC(=O)c1ccc(C)o1
  -2.6	-5.9	0.7	-2.4	0.7	-0.1	.	.	0.0	0.2
CN(c1ccccc1)S(=O)(=O)c1cccc(NC(=O)Cn2cnc3c2c(=O)n(C)c(=O)n3C)c1
  -4.1	-5.8	7.5	-0.4	0.0	-0.5	-3.3	30.5	-0.8	-10.6
CCOc1ccc(N2CC(C(=O)Nc3ccccc3OC)CC2=O)cc1 (configuration not stated)
  -3.5	-10.7	10.7	-1.6	-6.0	-10.1	-4.8	24.9	-1.3	-7.2
Cc1ccc(S(=O)(=O)N2CCN(C(=O)COC(=O)c3ccc(O)cc3)CC2)c(C)c1
  .	2.6	4.9	-0.8	.	6.8	.	.	.	1.3
CC(C)N=C(NC#N)SCc1ccc(F)cc1
  1.4	-12.2	7.7	-2.7	-2.6	-5.9	-5.3	11.3	0.4	4.6
CCCn1c(SCC(=O)Nc2ccccc2C(=O)NC2CC2)n[nH]c1=O
  4.4	17.2	1.1	3.6	-8.5	0.8	.	.	-1.1	-5.9

Copied from the list:
Under PriA SSB inh, CCCOC1CCCN(C(=O)c2cc(Cl)c(Cl)cc2C(=O)O)C1 (configuration not stated) is listed with -2.6
Under Rv3671c inh, CCCn1c(SCC(=O)Nc2ccccc2C(=O)NC2CC2)n[nH]c1=O is listed with 3.6
Under PrPC surface inh, CN(c1ccccc1)S(=O)(=O)c1cccc(NC(=O)Cn2cnc3c2c(=O)n(C)c(=O)n3C)c1 is listed with 7.5
Under PriA SSB inh, CC(C)N=C(NC#N)SCc1ccc(F)cc1 is listed with 4.6
Under MazEF act, CCOc1ccc(N=c2scc(-c3ccccc3)n2CCO)cc1 is listed with 4.8

Next section
Every second line gives: BoNT-F LC inh	CCHF vOTU inh	PrPC surface inh	Rv3671c inh	Anthrax LF inh2	MazEF act	SARS 3CLpro inh	VHR inh abs	BoNT-A LC inh2	PriA SSB inh
O=C(Nc1ccccc1F)c1ccc(OCc2ccccc2)cc1
  -4.5	-5.4	-1.8	-6.9	-1.8	1.7	-0.2	-4.1	-1.3	-15.6
CC1CCCC(NC(=O)CSC2CCCCC2)C1C (configuration not stated)
  -6.6	10.4	5.9	-0.4	-2.7	2.1	2.0	20.4	-0.1	-12.4
C[n+]1c(-c2ccccc2)sc2ccccc21
  -38.5	-9.4	-4.1	-1.9	11.7	2.0	0.5	9.4	-2.8	-9.5
COc1ccc(C(=O)NC2CCc3ccccc32)cc1OC1CCN(C(C)C)CC1 (configuration not stated)
  -3.5	7.7	-2.8	5.8	-0.7	1.6	-3.4	36.6	0.3	-5.9
COc1cc(CN2CCNC(=O)C2CC(=O)NCCC2=CCCCC2)cc(OC)c1 (configuration not stated)
  2.4	7.1	6.8	-5.4	-3.5	2.6	6.0	6.5	-0.4	-5.2
NNC(=O)CCCNc1ncc(C(F)(F)F)cc1Cl
  6.3	1.2	-1.0	2.0	-8.8	9.5	1.5	4.8	0.3	-24.2
CC1CCCC(NC(=O)CSc2ccc(F)cc2)C1C (configuration not stated)
  3.6	4.9	1.3	3.5	-1.8	-1.8	3.2	-4.4	-0.8	5.2
CCN(CC)CCNC(=S)Nc1ccc(Cl)cc1
  -1.5	13.8	-1.4	-5.9	-2.7	1.5	1.5	-15.0	-0.7	-7.4
Cc1sc2ncnc(SCC(=O)NCC(C)C)c2c1C
  -7.4	-4.7	8.3	-22.2	0.0	-13.3	-1.3	39.1	0.0	-9.8
Cc1cc(C)cc(NC(=O)C(OC(=O)Cn2cnc3c2c(=O)n(C)c(=O)n3C)c2ccccc2)c1 (configuration not stated)
  -3.8	17.6	3.4	-5.3	-0.5	5.7	.	.	0.4	-8.7
CCOc1cccc2cc(C(=O)NCCC3=CCCCC3)c(=O)oc12
  -6.8	6.3	0.6	-18.4	-3.6	-1.1	2.9	9.3	-0.8	2.4
COC(=O)c1ccc(NC(=O)COC(=O)CSc2nc(C)cc(C)n2)cc1
  7.6	4.7	5.8	2.1	1.4	-2.0	-0.6	16.7	1.2	-21.1
CCOc1ccc(S(=O)(=O)N(CC(=O)Nc2cccnc2)c2ccc(F)cc2)cc1
  -1.7	5.2	-4.0	2.4	0.5	6.5	-0.7	18.7	-4.3	5.4
